Screens: PubChem BioAssay, National Center for Advancing Translational Sciences (NCATS)
FUS yeast rescue: qHTS for Suppressors of FUS Proteinopathy: Primary screen using FUS-linked yeast assay; Potency, µM (top dose mostly 76.6 µM), inactives show top-dose growth rescue (activation), most hits filed as activators; 0.24% of 390,000 active; AID 1347120, 2019; S. cerevisiae FUS-expressing, growth rescue, OD600, 24 h;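 note: plate controls were DMSO vehicle for no effect and reference control for full effect; nearly all actives have a fitted effect of over 55% in size; some results filed as inactive show a strong effect at the top dose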
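Compound concentration series was pinned onto galactose-induced FUS-expressing yeast seeded at OD 0.005. Plates sat 24hr at 30C; absorbance at 600 nm gave growth. DMSO served as background control.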
PTHR1 ag: qHTS for PTHR1 Agonists: Primary Screen | Parathyroid hormone/parathyroid hormone-related peptide receptor (Homo sapiens), Q03431 | HEK293 GP2 PTHR1 cells, GloSensor cAMP luminescence, 1 h | Potency, µM (top dose mostly 115 µM), inactives show at the top dose activation, hits mostly activators | 0.075% of 410,000 active | AID 743266, 2014; note: nearly all actives have a fitted effect of over 55% in size; some results filed as inactive show a strong effect at the top dose; inactives centre near -15; many of its hits are not listed in these tables
Target sequence (Q03431 whole entry, looked up): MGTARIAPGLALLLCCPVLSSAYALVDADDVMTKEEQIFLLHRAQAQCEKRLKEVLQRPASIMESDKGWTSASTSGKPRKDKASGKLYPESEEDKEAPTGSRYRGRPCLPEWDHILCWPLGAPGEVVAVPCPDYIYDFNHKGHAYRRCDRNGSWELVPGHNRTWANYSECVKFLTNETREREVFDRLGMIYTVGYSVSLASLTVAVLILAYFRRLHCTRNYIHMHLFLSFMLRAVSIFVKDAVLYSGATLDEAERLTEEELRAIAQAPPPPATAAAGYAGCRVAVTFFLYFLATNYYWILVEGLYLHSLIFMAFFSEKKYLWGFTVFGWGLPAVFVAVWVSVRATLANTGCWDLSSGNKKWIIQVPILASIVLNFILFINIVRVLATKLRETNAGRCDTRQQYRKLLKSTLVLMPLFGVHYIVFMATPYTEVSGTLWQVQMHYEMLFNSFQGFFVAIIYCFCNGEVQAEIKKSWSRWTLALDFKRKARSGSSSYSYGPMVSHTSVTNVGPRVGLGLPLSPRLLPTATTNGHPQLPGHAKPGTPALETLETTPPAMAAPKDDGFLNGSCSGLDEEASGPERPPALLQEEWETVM
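HEK-293-derived GP2 cells expressing PTHR1 and a GloSensor cAMP reporter, 3,000/well, plated overnight, given luciferin plus IBMX (each 0.5 mM as added) for 1 h at 37 °C, then compound for 1 h at 37 °C. Luminescence was read after 15 min at room temperature.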
TDP-43 yeast inh: qHTS of TDP-43 Inhibitors. TDP-43 expressing yeast growth rescue, BacTiter-Glo, 24 h. AID 652104, 2013. Potency, µM (series often up to 46.1 µM), for the others: at the top dose growth rescue (activation), usual class: activators. 1.8% of 410,000 active; note: % of control where 0% means no effect; nearly all actives have a fitted effect of over 50% in size
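Yeast cells expressing TDP-43 under galactose induction are exposed to compounds for 24 hr at 30 deg C. BacTiter-Glo luminescence measures growth, so protective compounds score as activators.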
Starred values were filed as active, the others as inactive; [ ] = dose if it differs, or a comment. Calls come from the whole dose curve; as a rule, active = well fitted curve in the direction sought with a large enough effect; inconclusive = small, poorly fitted or top-dose-only effect, or another doubt; inactive = no such curve, though single readings can be large; an effect the other way counts as inactive or inconclusive. Potency is the fitted concentration of half-maximal effect.

Results for CC(=O)N1CCc2cc(CNC(=O)Nc3ccc(Br)c(C)c3)ccc21 ?
FUS yeast rescue: 6%; PTHR1 ag: -5%; TDP-43 yeast inh: 15%

What do the screens show for `COc1ccc(-c2nc3ccccc3s2)cc1NC(=O)c1cccc(F)c1`?
FUS yeast rescue: 4%; PTHR1 ag: inactive; TDP-43 yeast inh: 20%

What do the screens show for `CCOC(=O)c1ccc(Nc2cc(-c3ccccc3)nc(C)n2)cc1`?
FUS yeast rescue: 7%; PTHR1 ag: inactive; TDP-43 yeast inh: 27%

Results for CCn1cc2nc(SCc3cccc(C(F)(F)F)c3)n(CCc3ccccc3)c(=O)c2n1 ?
FUS yeast rescue: 19%; PTHR1 ag: -3%; TDP-43 yeast inh: -1%

What do the screens show for `Cc1nc2ccn(Cc3cccnc3)c(=O)c2cc1C(=O)N1CCN(c2ccc(F)cc2)CC1`?
FUS yeast rescue: -1%; PTHR1 ag: 0%; TDP-43 yeast inh: 5%

Results for COc1ccc(NC(=O)C(C)n2nnc3sc(-c4ccccc4)cc3c2=O)cc1Cl (stereo not drawn) ?
FUS yeast rescue: 43%; PTHR1 ag: inactive; TDP-43 yeast inh: 12%

How did CCc1cccc(C)c1NC(=O)c1cc(S(=O)(=O)N2CCOCC2)cn1C do in these assays?
FUS yeast rescue: -17%; PTHR1 ag: -6%; TDP-43 yeast inh: 15%

Results for CC(C)C(=O)Nc1ccccc1C(=O)OCc1cc(=O)n2nc(C3CC3)sc2n1 ?
FUS yeast rescue: -12%; PTHR1 ag: 13%; TDP-43 yeast inh: -1%

What do the screens show for `CCOC(=O)c1c(C)c(C(=O)NCCc2ccc(OC)cc2)c(C)n1CC`?
FUS yeast rescue: -11%; PTHR1 ag: -16%; TDP-43 yeast inh: 15%

What do the screens show for `COc1ccc(N2CCN(C(=O)CCn3cnc4onc(-c5ccc(F)cc5)c4c3=O)CC2)cc1`?
FUS yeast rescue: inconclusive; PTHR1 ag: -33%[inhibitor]; TDP-43 yeast inh: inconclusive

Results for Cn1c(=O)c2c(-c3ccccc3)n3c(c2n(C)c1=O)C(c1ccc([N+](=O)[O-])cc1)Nc1ccccc1-3 (stereo not drawn) ?
FUS yeast rescue: 23%; PTHR1 ag: -16%; TDP-43 yeast inh: 1%

What do the screens show for `CCOc1ccc(Cn2c(-c3ccc(OCC)c(OC)c3)nc3ccccc32)cc1OC`?
FUS yeast rescue: -8%; PTHR1 ag: inactive; TDP-43 yeast inh: 4%

What do the screens show for `CCc1cccc(NC(=O)CSc2ncc3c(n2)-c2ccccc2N(CC)S3(=O)=O)c1`?
FUS yeast rescue: -14%; PTHR1 ag: inactive; TDP-43 yeast inh: -2%

How did CCc1ccc(C(=O)N2CCC(c3nc(-c4ccc(S(=O)(=O)N5CCCC5)cc4)no3)CC2)cc1 do in these assays?
FUS yeast rescue: 7%; PTHR1 ag: -32%[inhibitor]; TDP-43 yeast inh: 5%

Results for Cc1c(NC(=O)C(C)(C)Oc2ccc(Cl)cc2)cccc1-c1nc2ccccc2o1 ?
FUS yeast rescue: 28%; PTHR1 ag: -44%; TDP-43 yeast inh: 25%

Molecules from the list above that contain a Cl atom:
Results for COc1ccc(NC(=O)C(C)n2nnc3sc(-c4ccccc4)cc3c2=O)cc1Cl (stereo not drawn) ?
FUS yeast rescue: 43%; PTHR1 ag: inactive; TDP-43 yeast inh: 12%

Results for Cc1c(NC(=O)C(C)(C)Oc2ccc(Cl)cc2)cccc1-c1nc2ccccc2o1 ?
FUS yeast rescue: 28%; PTHR1 ag: -44%; TDP-43 yeast inh: 25%

Remaining list, next part
What do the screens show for `Cc1ccc(NC(=O)Cn2c(=O)n(CCCS(=O)(=O)C3CCCCC3)c(=O)c3ccccc32)cc1F`?
FUS yeast rescue: -22%; PTHR1 ag: inactive; TDP-43 yeast inh: 19%

How did Cc1ccc2c(c1)N(CC(=O)NCCc1ccccc1)C(=O)CO2 do in these assays?
FUS yeast rescue: -11%; PTHR1 ag: -13%; TDP-43 yeast inh: inconclusive

What do the screens show for `COc1ccc(-c2ccnc3c(-c4ccc(F)cc4)c(C)nn23)cc1OC`?
FUS yeast rescue: 3%; PTHR1 ag: -8%; TDP-43 yeast inh: 0%

Results for Cc1ccccc1NC(=O)c1c(NC(=O)c2cccs2)sc2c1CCC(C)C2 (stereo not drawn) ?
FUS yeast rescue: -13%; PTHR1 ag: inactive; TDP-43 yeast inh: inconclusive

Results for CCOC(=O)C(CC)n1nnc2sc(-c3ccccc3)cc2c1=O (stereo not drawn) ?
FUS yeast rescue: 26%; PTHR1 ag: -28%; TDP-43 yeast inh: 16%

What do the screens show for `Cc1ccccc1OCC(=O)NCC(c1ccc(Cl)cc1)N1CCOCC1` (stereo not drawn)?
FUS yeast rescue: 10%; PTHR1 ag: -7%; TDP-43 yeast inh: inconclusive

How did Cc1cccc(OCCSc2nc3ccccc3n2CC(=O)N2CCCCC2)c1C do in these assays?
FUS yeast rescue: 22%; PTHR1 ag: inactive; TDP-43 yeast inh: 35µM*

How did CCc1ccccc1OCC(=O)Nc1ccc(S(=O)(=O)Nc2nc(C)cc(C)n2)cc1 do in these assays?
FUS yeast rescue: 17%; PTHR1 ag: -14%; TDP-43 yeast inh: 13%

What do the screens show for `COc1cccc(-n2c(=O)c3c(C)c(C)sc3n(Cc3ccccc3C#N)c2=O)c1`?
FUS yeast rescue: -13%; PTHR1 ag: 7%; TDP-43 yeast inh: 18%

What do the screens show for `CCN(CC)S(=O)(=O)c1ccc2c(c1)N(CC(=O)Nc1c(C)cccc1C)C(=O)C1CCCN21` (stereo not drawn)?
FUS yeast rescue: -4%; PTHR1 ag: inactive; TDP-43 yeast inh: 14%

What do the screens show for `COc1ccc(-c2nc3sc(CCNS(=O)(=O)c4ccccc4)c(C)n3n2)cc1`?
FUS yeast rescue: 2%; PTHR1 ag: -19%; TDP-43 yeast inh: inconclusive

Results for CCOc1ccccc1NC(=O)NC(CC)c1c(-n2cccc2)sc2c1CCN(C)C2 (stereo not drawn) ?
FUS yeast rescue: 9%; PTHR1 ag: inactive; TDP-43 yeast inh: 9%

What do the screens show for `CCc1ccccc1NC(=O)N1CCC2(CC1)Oc1ccccc1C(=O)N2Cc1ccccc1F`?
FUS yeast rescue: 3%; PTHR1 ag: -13%; TDP-43 yeast inh: 5%

How did CCc1ccc(C(=O)c2cn(CC(=O)Nc3ccc(OC)c(Cl)c3)c3nc(C)ccc3c2=O)cc1 do in these assays?
FUS yeast rescue: -9%; PTHR1 ag: -24%; TDP-43 yeast inh: -18%

Results for CCCCc1nn2c(=O)cc(COC(=O)c3ccccc3NC(=O)c3ccccc3OC)nc2s1 ?
FUS yeast rescue: -16%; PTHR1 ag: -4%; TDP-43 yeast inh: 3%

Results for Cc1sc2c(c1C)c(=O)n(CCc1ccccc1)c(=O)n2Cc1ccc(C(C)(C)C)cc1 ?
FUS yeast rescue: -14%; PTHR1 ag: inactive; TDP-43 yeast inh: 18%

What do the screens show for `CC(=O)c1cccc(NC(=O)c2sc(-n3nc(C)c(Cc4ccc5c(c4)OCO5)c3C)nc2C)c1`?
FUS yeast rescue: 9%; PTHR1 ag: -79%[inhibitor]; TDP-43 yeast inh: -14%

Results for Cc1cc(C)c2c(=O)cc(C(=O)NCCc3ccc(S(N)(=O)=O)cc3)oc2c1 ?
FUS yeast rescue: -18%; PTHR1 ag: -18%; TDP-43 yeast inh: 23%

Results for CCN(C(=O)c1cc2c(Cl)nc3ccc(C)cc3c2s1)c1cc(OC)ccc1OC ?
FUS yeast rescue: -27%; PTHR1 ag: inactive; TDP-43 yeast inh: 6%

Results for CCOC(=O)c1ccc(NC(=O)Nc2c[nH]c(=O)[nH]c2=O)cc1 ?
FUS yeast rescue: 33%; PTHR1 ag: -3%; TDP-43 yeast inh: 3%

How did CCc1ccc(S(=O)(=O)c2c(C(=O)c3ccc(C)c(C)c3)cnc3ccccc23)cc1 do in these assays?
FUS yeast rescue: 19%; PTHR1 ag: inactive; TDP-43 yeast inh: 28%

How did CC(C)NC(=O)CCSc1nc(-c2ccc3c(c2)OCO3)cc(C(F)(F)F)n1 do in these assays?
FUS yeast rescue: -6%; PTHR1 ag: -39%[inhibitor]; TDP-43 yeast inh: 14%

What do the screens show for `COc1ccc(CCNS(=O)(=O)c2ccc(N3CCCCS3(=O)=O)cc2)cc1`?
FUS yeast rescue: 1%; PTHR1 ag: -13%; TDP-43 yeast inh: 12%[9.22 µM]

How did COc1ccc(-c2nc(CSc3nnc(C)n4c3cc3occc34)c(C)o2)cc1OC do in these assays?
FUS yeast rescue: -7%; PTHR1 ag: inactive; TDP-43 yeast inh: 2%

Results for COC(=O)c1ccccc1NC(=O)c1nn(C)c2c1COc1ccccc1-2 ?
FUS yeast rescue: 14%; PTHR1 ag: inconclusive; TDP-43 yeast inh: -3%

What do the screens show for `Cc1ccc(Nc2c3c(nc4nncn24)CCC3)c(C)c1`?
FUS yeast rescue: 7%; PTHR1 ag: -16%; TDP-43 yeast inh: inconclusive

Results for CC(=O)c1cc2c(cc1N/C(=N/S(=O)(=O)c1ccc(F)cc1)c1ccccc1)OCO2 ?
FUS yeast rescue: -4%; PTHR1 ag: -23%; TDP-43 yeast inh: -10%

Results for Cc1ccc(NC(=O)CSc2nnc(C)c(=O)[nH]2)cc1 ?
FUS yeast rescue: -12%; PTHR1 ag: inactive; TDP-43 yeast inh: -10%

Results for Cc1c(-c2ccccc2)c(=O)oc2c(CN3CCCC3)c(O)ccc12 ?
FUS yeast rescue: -3%; PTHR1 ag: inactive; TDP-43 yeast inh: 20%

What do the screens show for `Cc1cccc(NC(=O)c2ccc3c(c2)CCN3S(=O)(=O)c2ccccc2)c1C`?
FUS yeast rescue: 12%; PTHR1 ag: inactive; TDP-43 yeast inh: 11%

Reprinted at random: 2 entries already listed
How did COc1ccc(-c2nc(CSc3nnc(C)n4c3cc3occc34)c(C)o2)cc1OC do in these assays?
FUS yeast rescue: -7%; PTHR1 ag: inactive; TDP-43 yeast inh: 2%

Results for CC(=O)c1cc2c(cc1N/C(=N/S(=O)(=O)c1ccc(F)cc1)c1ccccc1)OCO2 ?
FUS yeast rescue: -4%; PTHR1 ag: -23%; TDP-43 yeast inh: -10%

The results go on.
How did Cc1ccc(NC(=O)c2oc3ccccc3c2NC(=O)C23CC4CC(CC(C4)C2)C3)cc1 do in these assays?
FUS yeast rescue: -18%; PTHR1 ag: -52%[inhibitor]; TDP-43 yeast inh: 6%

Results for COC(=O)c1ccc(NC(=O)CSc2ncc3c(n2)-c2cc(Cl)ccc2N(Cc2ccccc2)S3(=O)=O)cc1 ?
FUS yeast rescue: 19%; PTHR1 ag: -12%; TDP-43 yeast inh: 26%

Results for Cc1ccn2c(Nc3ccc4c(c3)OCCO4)c(-c3ccc(N(C)C)cc3)nc2c1 ?
FUS yeast rescue: 21%; PTHR1 ag: inactive; TDP-43 yeast inh: 13%

How did COc1ccccc1NC(=O)CSC1=Nc2ccccc2C2=NC(CCC(=O)NCc3ccco3)C(=O)N12 (stereo not drawn) do in these assays?
FUS yeast rescue: -17%; PTHR1 ag: -23%; TDP-43 yeast inh: inconclusive

How did Cc1cccc(N2CCN(C(=O)c3ccc(NC(=O)c4nsc5ccccc45)cc3)CC2)c1C do in these assays?
FUS yeast rescue: 23%; PTHR1 ag: -10%; TDP-43 yeast inh: 9%

Results for Cc1ccccc1CN1C(=O)c2ccccc2S(=O)c2ccc(C(=O)NCc3ccc4c(c3)OCO4)cc21 (stereo not drawn) ?
FUS yeast rescue: 7%; PTHR1 ag: inactive; TDP-43 yeast inh: 6%

Results for COc1ccc(CNC(=O)c2nc(SC(C)C)ncc2Cl)cc1 ?
FUS yeast rescue: 17%; PTHR1 ag: inactive; TDP-43 yeast inh: 13%

How did O=C(NCc1cccn1Cc1ccccc1)Nc1ccc(Br)cc1F do in these assays?
FUS yeast rescue: -10%; PTHR1 ag: 0%; TDP-43 yeast inh: 9%

How did Cc1ccc(NC(=O)c2oc3ccc(S(=O)(=O)N4CCCCCC4)cc3c2C)c(C)c1 do in these assays?
FUS yeast rescue: 4%; PTHR1 ag: -20%; TDP-43 yeast inh: -17%

Results for CCOC(=O)COc1cc(C)c(Cl)cc1C(=O)c1ccn2nc(-c3ccc(OC)cc3)cc2n1 ?
FUS yeast rescue: 19%; PTHR1 ag: -36%[inhibitor]; TDP-43 yeast inh: 3%

What do the screens show for `CCS(=O)(=O)N1CCc2cc(C(=O)N3CCN(c4ccc(OC)cc4)CC3)ccc21`?
FUS yeast rescue: 40%; PTHR1 ag: -11%; TDP-43 yeast inh: 3%

How did Cc1ccc(S(=O)(=O)N2CCCc3cc(NC(=O)c4ccc(C(F)(F)F)cc4)ccc32)cc1 do in these assays?
FUS yeast rescue: inconclusive; PTHR1 ag: -15%; TDP-43 yeast inh: 22%[9.22 µM]

Only part of the results is shown (hit frequency here may not be typical).
